GCN5L2 inh: GCN5L2 (KAT2A) acetyltransferase inhibition | Potency, µM (titrated, usually from 58.9 µM), inactives show top-dose activity change, negative = inhibition, usual class: inhibitors | 0.21% of 390,000 active | GCN5L2 HAT assay, ThioGlo1 CoA-SH fluorescence
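qHTS, 1536-well. 20nM enzyme, pH 7.5 HEPES/EDTA/Tween-20 buffer; 15 min compound preinc., RT. Start: 75uM H3(1-25), 70uM AcCoA, 50uM ThioGlo1. Read Ex340/Em540 at t=0 (autofluorescence flag) and t=20 min.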
TDP1 block: TDP1 (human) enzyme inhibition. Q9NUW8. recombinant TDP1, AlphaScreen DNA substrate cleavage. Potency, µM (series often up to 130 µM), for the others: at the highest dose activity change, negative = inhibition, actives largely listed as inhibitors. 0.28% of 350,000 active. AID 485290; further: nearly all actives have a fitted effect of over 40% in size
Target sequence (Q9NUW8 whole entry, looked up): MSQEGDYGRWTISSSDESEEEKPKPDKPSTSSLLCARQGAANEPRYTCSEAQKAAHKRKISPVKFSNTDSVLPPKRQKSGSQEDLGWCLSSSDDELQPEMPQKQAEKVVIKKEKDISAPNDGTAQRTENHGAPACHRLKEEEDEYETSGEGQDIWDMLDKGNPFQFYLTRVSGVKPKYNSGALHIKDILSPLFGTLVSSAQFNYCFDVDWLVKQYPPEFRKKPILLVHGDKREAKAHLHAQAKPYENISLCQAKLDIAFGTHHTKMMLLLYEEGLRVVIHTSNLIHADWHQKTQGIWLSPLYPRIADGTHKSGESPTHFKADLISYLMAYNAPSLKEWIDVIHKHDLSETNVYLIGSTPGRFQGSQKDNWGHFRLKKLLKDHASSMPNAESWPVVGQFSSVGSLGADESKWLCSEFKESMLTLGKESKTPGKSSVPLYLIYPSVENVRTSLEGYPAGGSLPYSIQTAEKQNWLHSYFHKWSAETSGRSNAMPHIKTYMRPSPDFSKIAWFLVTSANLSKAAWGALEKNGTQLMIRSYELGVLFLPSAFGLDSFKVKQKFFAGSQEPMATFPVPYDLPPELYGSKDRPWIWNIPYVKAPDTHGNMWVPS
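E. coli-derived human Tdp1, 1 nM final. Cpd preinc 15 min RT; substrate 15 nM final, 5 min RT; AS bead mix 10 ug/ml final, 10 min RT. Signal loss = tyrosine-FITC cleavage. No-enzyme wells = max signal.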
TDP1 cell noCPT: qHTS for Inhibitors of human tyrosyl-DNA phosphodiesterase 1 (TDP1): qHTS in cells in absence of CPT. DT40 Tdp1-/- hTDP1 cells, no CPT, ATP luminescence, 48 h. Potency, µM (titrated, usually from 46.2 µM), inactives show top-dose activity change, negative = growth inhibition, most hits filed as inhibitors. 15% of 420,000 active; further: nearly all actives have a fitted effect of over 55% in size
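Chicken DT40 Tdp1-/- cells stably complemented with human TDP1 were seeded at 400 cells/well with DMSO in place of 20 nM camptothecin. After compound pinning, cells grew at least 48 hr at 37 °C; viability read by CellTiter-Glo luminescence.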
Numbers without * were called inactive; ? = inconclusive; · = not tested or not shown; & = joins results of further samples. The call rests on the fitted dose curve; in most records, active means well fitted curve in the direction sought with a large enough effect; inconclusive means small, poorly fitted or top-dose-only effect, or another doubt; inactive means no such curve, though single readings can be large; an effect the other way counts as inactive or inconclusive. On the % scale 0 is the no-effect control and ±100 the full control effect; potency means the concentration at half of the fitted maximal effect. This is a subset; count on the stated rates, not on these rows.

SMILES	GCN5L2 inh	TDP1 block	TDP1 cell noCPT
Cc1cc(C)cc(NC(=O)Cn2c(-c3ccccc3Cl)nc3ccccc32)c1	-3%	5%	-23%
O=C(NCC1CCS(=O)(=O)C1)NCC1CCS(=O)(=O)C1 (centres undefined)	0%	7%	-2%
CC(=O)c1sc(NC(=O)c2ccc(Cn3cc(Br)cn3)o2)nc1C	-7%	-6%	-19%
Cc1cccc(Nc2nnc(SCC(=O)Nc3ncc(C(F)(F)F)cc3Cl)s2)c1C	-16%	5%	?
CCCS(=O)(=O)N1CCCC(C(=O)NC2CCCCC2)C1 (centres undefined)	12%	2%	-12%
Cc1ccc(C)c(NC(=O)CSc2nc(=O)n(CCN3CCOCC3)c3c2CCC3)c1	-8%	0%	0%
Cc1ccc(C)c(NC2CCCCC2NS(=O)(=O)c2ccccc2)c1 (centres undefined)	-13%	7%	?
CC(=O)N1c2ccc(S(=O)(=O)N3CCC(C(=O)NC(C)c4ccccc4)CC3)cc2CC1C (centres undefined)	4%	·	-16%
CCn1c(C)c(C)c2cc(C(=O)NCc3ccc(OC(C)C)cc3)ccc21	-22%	5%	-73%
CCCCCn1c(=O)[nH]c2cc(C(=O)NCc3ccc(F)cc3)ccc2c1=O	0%	3%	-17%
COc1ccc(NC(=O)c2nn(C)c(C(=O)Nc3ccc(OC)cc3)c2[N+](=O)[O-])cc1	-7%	·	3%
Cc1cccc(N2CCN(C(=O)CCS(=O)(=O)c3ccc4c(c3)NC(=O)C(C)S4)CC2)c1C (centres undefined)	0%	-1%	26µM*
Cc1cnn(C(=S)NCc2ccco2)c1	?	-7%	?
O=Cc1cn(CC(=O)N2CCCCCC2)c2ccccc12	-8%	·	18%
CCOC(=O)c1ccccc1NC(=O)Cn1c(=O)n(Cc2nc(C)no2)c(=O)c2ccccc21	-6%	-3%	-29%
Cc1ccc(C(=O)Nc2nc(-c3nnn(-c4cccc(C(F)(F)F)c4)c3C)ns2)cc1	-3%	-3%	4.1µM*
COc1ccc(NC(=O)CS(=O)CC(=O)NCC2OCCc3ccccc32)cc1 (centres undefined)	-2%	-1%	-9%
O=C(OCc1nc2ccccc2[n+]([O-])c1C(=O)c1ccccc1)c1cccs1	-9%	8%	-13%
CC(=O)Nc1ccc(N(C(=O)Cn2nnc3ccccc32)C(C(=O)NCc2ccccc2)c2ccc(C)cc2)cc1 (centres undefined)	-5%	5%	?
CC(C)(C)c1ccc(C(=O)NNC(=S)NC(=O)c2cccnc2)cc1	-2%	·	7.3µM*
CC(C)c1ccc2[nH]c3c(c2c1)CCC/C3=N\NC(=O)c1ccncc1	-5%	8%	18µM*
Cc1ccc(OCC(=O)N2CCN(S(=O)(=O)c3ccccc3[N+](=O)[O-])CC2)cc1	-9%	2%	-12%
COc1ccc(C(=O)O)cc1S(=O)(=O)Nc1ccccc1-c1ccccc1	2%	·	0%
CC(=O)NC(C)(C)C1CC=C(C)/C(=N\O)C1 (centres undefined)	-15%	-1%	8%
COc1ccc(NC(=O)c2oc3ccccc3c2NC(=O)c2ccco2)c(OC)c1	?	0%	?
Cc1ccc(C(=O)NNC(=O)CCC(=O)Nc2cccc(Cl)c2C)cc1	0%	-9%	-2%
Cc1csc2nc(COc3ccc(NC(=O)COc4ccccc4F)cc3)cc(=O)n12	0%	4%	15µM*
Cc1cccc(N(C(=O)c2snc(C(N)=O)c2N)C(C(=O)NC2CCCC2)c2ccc(C)o2)c1 (centres undefined)	-5%	-14%	15µM*
COc1cccc(CN2C(=O)N(C(C)C)C(N(O)C(=O)NC(C)C)C2(C)C)c1OC (centres undefined)	-6%	2%	-15%
CCc1ccccc1S(=O)(=O)Cc1ccc(C(=O)NCc2cccs2)o1	0%	-2%	?
Cc1cnc(C(=O)N2CCCC(N3CCN(c4cccc(C(F)(F)F)c4)CC3)C2)cn1 (centres undefined)	-14%	2%	?
CC(C)OC(=O)C(C(=O)C(F)(F)F)c1cc(NS(=O)(=O)c2ccc3c4c(cccc24)C(=O)N3)ccc1O (centres undefined)	-7%	·	?
COc1ccc(S(=O)(=O)N2CCC(C(=O)Nc3cccc(Cl)c3)CC2)cc1OC	-15%	4%	?
COc1ccc(C(C(=O)NC2CCCC2)N(C(=O)c2ccco2)c2cc3c(cc2C(C)=O)OCO3)cc1 (centres undefined)	1%	3%	-26%
COc1ccc(CNc2oc(-c3ccccc3)nc2C#N)cc1	-11%	5%	-24%
CSc1ccccc1C(=O)Nc1cccc(C)c1	0%	0%	-10%
CC(C)CC(=O)NC(=S)Nc1ccc(N2CCN(C(=O)c3cccs3)CC2)cc1	-3%	5%	21µM*
CCN(c1ccccc1)S(=O)(=O)c1cccc(C(=O)Nc2ccc(C)cn2)c1	-2%	2%	-13%
COc1ccc(S(=O)(=O)N2CCN(C(=O)c3cccs3)CC2)cc1OC	3%	4%	-25%
CCn1cc(C(=O)O)c(=O)c2cc(F)c(N3CCN(C(=S)NC(=O)c4cccc(F)c4)CC3)cc21	0%	4%	-4%

An excerpt from above, reduced to TDP1 cell noCPT and TDP1 block:
Molecule | TDP1 cell noCPT | TDP1 block
COc1ccc(S(=O)(=O)N2CCC(C(=O)Nc3cccc(Cl)c3)CC2)cc1OC | ? | 4%
COc1ccc(C(C(=O)NC2CCCC2)N(C(=O)c2ccco2)c2cc3c(cc2C(C)=O)OCO3)cc1 (centres undefined) | -26% | 3%
COc1ccc(CNc2oc(-c3ccccc3)nc2C#N)cc1 | -24% | 5%
CSc1ccccc1C(=O)Nc1cccc(C)c1 | -10% | 0%
CC(C)CC(=O)NC(=S)Nc1ccc(N2CCN(C(=O)c3cccs3)CC2)cc1 | 21µM* | 5%
CCN(c1ccccc1)S(=O)(=O)c1cccc(C(=O)Nc2ccc(C)cn2)c1 | -13% | 2%
COc1ccc(S(=O)(=O)N2CCN(C(=O)c3cccs3)CC2)cc1OC | -25% | 4%

Back to the main list; the 3 compounds before the break are reprinted first.
SMILES	GCN5L2 inh	TDP1 block	TDP1 cell noCPT
CCN(c1ccccc1)S(=O)(=O)c1cccc(C(=O)Nc2ccc(C)cn2)c1	-2%	2%	-13%
COc1ccc(S(=O)(=O)N2CCN(C(=O)c3cccs3)CC2)cc1OC	3%	4%	-25%
CCn1cc(C(=O)O)c(=O)c2cc(F)c(N3CCN(C(=S)NC(=O)c4cccc(F)c4)CC3)cc21	0%	4%	-4%
CCOC(=O)c1ccc(OCC2c3cc(OC)c(OC)cc3CCN2C(=O)c2ccc(S(=O)(=O)N3CCCC3)cc2)cc1 (centres undefined)	-9%	5%	?
CCOc1ccccc1NC(=O)CSc1nc2ccccc2nc1Cc1ccc(C)cc1	-8%	5%	?
CC1CCCC(C)N1C(=O)CSc1nnc(-c2c[nH]c3ccccc23)o1 (centres undefined)	-1%	1%	16µM*
COc1cccc(CN2CCN(C(=O)CC(C)C)CC2)c1	-3%	2%	-5%
Cc1nc2nc(COc3ccccc3)[nH]n2c(=O)c1C	-19%	5%	-19%
CCN(c1ccccc1)S(=O)(=O)c1ccc2c(c1)OCCO2	-1%	-4%	?
Cc1nnc2c(N3CCN(C(=O)c4ccco4)CC3)nc3ccccc3n12	-10%	6%	?
CN(C(=O)CN1C(=O)c2ccccc2S1(=O)=O)c1ccccc1C(=O)O	1%	-2%	-1%
CCn1cc(C(=O)N(C)c2cc(C)ccc2OC)c2cc(OC)c(OC)cc2c1=O	-5%	·	-11%
Cn1nc2c(c1C(=O)N1CCCC(C(=O)c3cc(F)ccc3F)C1)CCCC2 (centres undefined)	-1%	·	-36%
Cc1ccc2scc(N3CCN(c4ccc(F)cc4)CC3)c(=O)c2c1	-12%	8%	?
Cc1cc(=O)c(C(=O)O)nn1-c1ccccc1[N+](=O)[O-]	-3%	0%	-1%
Cc1oc(-c2cccs2)nc1CS(=O)CC(=O)NCc1ccc2c(c1)OCO2 (centres undefined)	2%	·	-17%
CCN(CC)C(=S)Nc1ccc([N+](=O)[O-])cc1	-2%	3%	-23%
O=C(Cc1ccc([N+](=O)[O-])cc1)N1N=C2CCCCC2C1(O)C(F)(F)F (centres undefined)	?	6%	?
CC(C)(C)C(=O)NC(=S)NCc1ccccc1	-3%	3%	-4%
Cc1ccc(Cn2ncc3c(NN)ncnc32)cc1	-9%	·	?
O=C(NCc1ccccn1)c1cccc(S(=O)(=O)Nc2ccccc2Cl)c1	-4%	2%	17%
O=C(CCNc1ccccc1)c1cccc([N+](=O)[O-])c1	-11%	7%	16µM*
CC1CCCCN1S(=O)(=O)c1ccc(C(=O)N(CCCN(C)C)c2nc3ccc(Br)cc3s2)cc1 (centres undefined)	?	11%	?
O=C(OCCN=C1NS(=O)(=O)c2ccccc21)c1cccnc1	9%	0%	-2%
Cc1ccc(S(=O)(=O)N2CCC(=O)N(CCO)CC2)cc1	0%	1%	-5%
CC(=O)NC1C(=O)N=C(SCC(=O)NC2CCCCC2)NC1=O (centres undefined)	-7%	8%	0%
O=C(CSCc1ccc(F)cc1)N1CCOCC1	?	1%	-8%
COc1ccccc1N1C(=O)c2cccnc2C1=O	-5%	-1%	-12%
O=C(NC1c2ccccc2-c2ccccc21)N1CCOCC1	-3%	-4%	-1%
CCCOc1ccc(-c2nnn(CC(=O)N3CCCCC3)n2)cc1	0%	·	?
COc1ccc(NC(=O)CN2CCC3(O)CCCCC3C2c2cc(OC)ccc2OC)cc1 (centres undefined)	1%	4%	?
CCOC(=O)c1ccccc1NC(=O)Cn1cnc2c(oc3ccccc32)c1=O	·	0%	-25%
CN(C(=O)CN1C(=O)CCSc2ccc(S(=O)(=O)N3CCCC3)cc21)c1ccccc1	?	5%&3%	?
Cc1ccc(NC(=O)c2ccc(NCCN)c([N+](=O)[O-])c2)cc1Cl	-2%	-1%	21µM*
COc1ccccc1N1CCN(C2CCCN(C(=O)c3snnc3C)C2)CC1 (centres undefined)	-23%	3%	8%
CCN(CCCNC(=O)CN1C(=O)COc2ccc(S(=O)(=O)N3CCC(C)CC3)cc21)Cc1ccccc1	-1%	1%	-21%
O=C(Nc1ccccc1Cl)c1ccc(S(=O)(=O)NCC2CCCO2)cc1 (centres undefined)	-2%	8%	?
CCOc1ccc(S(=O)(=O)NC(C)C(=O)NC2CCCC2)cc1 (centres undefined)	-2%	2%	-13%
Cc1ccc(N(C(=O)c2ccc(S(=O)(=O)N3CCCC3)cc2)C2C=CS(=O)(=O)C2)cc1 (centres undefined)	-4%	3%	-15%
C[C@H](CO)N1C[C@H](C)[C@@H](CN(C)C(=O)Nc2ccc(C(F)(F)F)cc2)Oc2c(NS(=O)(=O)c3cn(C)cn3)cccc2C1=O	-2%	0%	-8%
Cc1nn(CC(=O)Nc2ccc3c(c2)OCCO3)c(C)c1[N+](=O)[O-]	-2%	2%	-18%
COc1ccc(C(=O)N/C(=C/c2cccs2)C(=O)NC(C)(C)C)cc1OC	-3%	-1%	-12%
O=C(CCC(=O)n1ncc2ccccc21)NCc1ccccc1Cl	4%	·	3%
Cc1cc(NC(=O)Nc2cccc(C)c2C)no1	-7%	8%	-27%
Cc1ccccc1C(=O)NNC(=S)NC(=O)c1cccnc1	-4%	3%	?
O=S(=O)(c1ccc(F)cc1)N1CCN(CC(O)COc2ccccc2F)CC1 (centres undefined)	-3%	·	-22%
CN(C)c1ccc(CN(Cc2ccco2)C(=O)c2ccc(C(C)(C)C)cc2)cc1	-10%	10%	21µM*
COC(=O)c1c(NC(=O)c2cccc(N3C(=O)CCC3=O)c2)sc2c1CCN(C(C)=O)C2	-25%	6%	-10%
C#CCNC(=O)C1=C[C@@H](c2ccc(C#C)cc2)[C@H](CCCO)[C@@H](OCC)O1	-8%	4%	-22%
CC(=O)c1cccc(NC(=O)CCC(=O)c2ccc(F)cc2)c1	3%	·	?
COc1ccc(N(CC(=O)NCc2ccccc2OC)S(=O)(=O)c2ccc(C)cc2)cc1Cl	?	0%	?
CC(C)/C(=N\NC(=O)Nc1ccccc1)c1ccccc1	-3%	2%	-19%
Cc1ccccc1OCC(=O)Nc1c(C(=O)Nc2ccccc2F)oc2ccccc12	-7%	4%	-19%

Compound profiles, as listed above:
COC(=O)c1c(NC(=O)c2cccc(N3C(=O)CCC3=O)c2)sc2c1CCN(C(C)=O)C2 across the screens: GCN5L2 inh = -25%; TDP1 block = 6%; TDP1 cell noCPT = -10%
CN(C)c1ccc(CN(Cc2ccco2)C(=O)c2ccc(C(C)(C)C)cc2)cc1 across the screens: GCN5L2 inh = -10%; TDP1 block = 10%; TDP1 cell noCPT = 21µM*

(next part)
SMILES	GCN5L2 inh	TDP1 block	TDP1 cell noCPT
Cc1cccc(NCc2nc(-c3ccccc3)no2)c1	-8%	0%	?
CCOc1ccc(C(=O)Nc2cccc(C(=O)O)c2C)cc1Cl	2%	0%	-15%
Cc1cc(C)c(C(=O)COC(=O)CCNS(=O)(=O)c2c(Cl)cccc2Cl)cc1C	-12%	5%	-18%
CN1C(=O)Cc2cc(S(=O)(=O)CCC(=O)Nc3ccc(Cl)cc3)ccc21	-3%	3%	2%
Cc1nc(=O)c(-c2ccccc2)c(C)n1-c1ccc(O)cc1	-6%	7%	7%
